Compound activity (PubChem)
SF-1 act: activates the human nuclear receptor SF-1; 65,000 compounds, 1.9% hits; activation, % at 10 µM; AID 522; CHO-K1 Gal4-SF-1 LBD luciferase reporter; % increase over DMSO SF-1-specific signal;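 active = activation above the mean activation of all tested compounds plus 3 SD, cut at about 50% in these data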
Target sequence (Q13285 whole entry, looked up, the tested form may be a part): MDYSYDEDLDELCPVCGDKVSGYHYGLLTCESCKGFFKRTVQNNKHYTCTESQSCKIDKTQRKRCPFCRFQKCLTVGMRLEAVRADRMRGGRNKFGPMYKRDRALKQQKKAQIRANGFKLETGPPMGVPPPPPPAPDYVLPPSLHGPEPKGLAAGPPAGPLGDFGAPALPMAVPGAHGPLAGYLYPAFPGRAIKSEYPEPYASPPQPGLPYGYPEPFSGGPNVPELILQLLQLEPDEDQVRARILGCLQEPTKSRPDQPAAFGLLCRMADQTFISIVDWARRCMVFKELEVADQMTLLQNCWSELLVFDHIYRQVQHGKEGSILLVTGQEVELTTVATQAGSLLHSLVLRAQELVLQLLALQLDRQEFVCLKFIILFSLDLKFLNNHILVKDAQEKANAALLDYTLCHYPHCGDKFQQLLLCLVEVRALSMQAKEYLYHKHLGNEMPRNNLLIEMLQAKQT
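Assay system – CHO-K1 cells with Gal4–hSF-1 LBD chimera plus Gal4-driven luciferase · Quantity – 4,000 cells per well · Times – compound added 1 h post-seeding, 20 h exposure at 37 °C, 5% CO2 · Measured by – luciferase light emission · Benchmarks – DMSO and mock-transfected background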
TNAP act DEA: activates human TNAP at intermediate phosphate acceptor concentration. P05186. purified TNAP, CDP-star luminescence, 100 mM DEA, 30 min; hits give high values; scale: 0 levamisole-inhibited, 1 vehicle-only enzyme. activation factor at 20 µM. 64,000 tested, under 10 active. AID 813;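 active = activation factor of at least 2 at 20 µM, relative to controls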
Target sequence (P05186 whole entry, looked up): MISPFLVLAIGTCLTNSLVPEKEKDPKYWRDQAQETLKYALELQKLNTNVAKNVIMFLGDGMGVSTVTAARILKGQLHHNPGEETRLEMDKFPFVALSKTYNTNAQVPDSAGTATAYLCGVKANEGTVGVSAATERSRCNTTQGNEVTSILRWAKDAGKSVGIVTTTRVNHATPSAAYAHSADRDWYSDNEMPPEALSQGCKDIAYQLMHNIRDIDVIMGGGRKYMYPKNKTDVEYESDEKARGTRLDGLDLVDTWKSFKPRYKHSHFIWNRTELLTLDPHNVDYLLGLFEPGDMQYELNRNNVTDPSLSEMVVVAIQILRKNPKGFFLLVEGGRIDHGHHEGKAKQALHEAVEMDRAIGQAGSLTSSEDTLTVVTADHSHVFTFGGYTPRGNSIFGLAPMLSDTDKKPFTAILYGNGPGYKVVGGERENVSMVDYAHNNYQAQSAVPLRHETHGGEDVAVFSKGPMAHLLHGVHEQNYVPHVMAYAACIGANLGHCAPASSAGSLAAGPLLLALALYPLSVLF
Ecoli tolC: E. coli tolC mutant growth inhibition. 65,000 compounds, 2.2% hits. E. coli BW25113 tolC mutant growth, OD615. growth inhibition, % at 10 µM (by protocol);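 active = growth inhibition at or above a cutoff equal to the mean over every tested compound plus 3 SD, cut at about 60% in these data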;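 note: growth measured after 20 h incubation at 37 °C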
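Material: E. coli BW25113 ΔtolC::kan, tolC deletion mutant strain. Measure: percent growth inhibition. Schedule: 37 °C, 20 h exposure. Doses: single-point testing at 10 µM. Signal: A615 absorbance measurement. Buffer or medium: kanamycin-containing LB broth (50 µg/mL).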
M1 antagonist: M1 muscarinic receptor (rat) antagonism; P08482; CHO-M1 cells, Fluo-4 calcium, ACh EC80 antagonist mode; hits give low values; B-score at 10 µM; 64,000 compounds, 3.4% hits;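 active = calcium fluorescence response, raw or row-and-column corrected B-score, differing from the plate sample mean either way at a set confidence level, mostly lower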
NADH coupling: blocks coupling enzymes of NAD/NADH assays | coupled PK/LDH NADH assays, four targets | IC50, µM (titrated, usually from 10 µM), without a hit: top-dose inhibition | 65,000 compounds, 0.02% hits | AID 774;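 active = single-dose screening hits from any of four coupled enzyme assays that gave an IC50 when retested across doses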;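 note: the DPM-DC format reads NADH fluorescence rather than 340 nm absorbance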
HEK293 NFkB inh: lowers PMA/ionomycin-induced NF-kB signal in HEK293 cells | HEK-293 NF-kB luciferase reporter, luminescence | inhibition, % at 3 µM | 62,000 compounds, 0.21% hits | AID 465;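 active = inhibition above the mean of all tested compounds plus 3 SD, cut at about 40% in these data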;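 note: 0% = stimulated DMSO wells and 100% = 10 µM reference inhibitor 5653914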
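Reagent: PMA plus ionomycin mix as NF-kB-activating stimulus. Assay system: NF-kB luciferase reporter HEK-293 cells. Technique: luminescence from luciferase substrate reagent. Incubation: 1 h compound pre-incubation, 16 h PMA/ionomycin at 37 °C. Benchmarks: DMSO only as uninhibited control, 10 µM reference inhibitor as full inhibition. Repeats: tested once.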
M1 ag: activates the M1 muscarinic receptor | CHO-M1 cells, Fluo-4 calcium fluorescence, agonist mode; hits give high values | B-score at 10 µM | 64,000 compounds, 3% hits | AID 626;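 active = fluorescence rise, raw or as B-score row- and column-corrected plate score, outside the 99.7% band of its plate's samples, either direction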
Jurkat tox 60K: cytotoxicity toward Jurkat cells; Jurkat E6.1 viability, ATP luminescence, 48 h; inhibition, % at 4 µM; 56,000 compounds, 1.2% hits; AID 463;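 active = inhibition above the mean inhibition of all tested compounds plus 3 SD, cut at about 28% in these data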
D1 allo mod: D1 dopamine receptor (human) allosteric modulation; B-score at 10 µM; HEK293 D1, CRE-luciferase, dopamine EC30 potentiation; actives deviate in either direction; P21728; 58,000 compounds, 5.9% hits; AID 641;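 active = luminescence count or its row- and column-corrected plate score outside the 99.7% band of the plate's sample wells, on either side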
Active calls of the source: *; nt = not tested or not shown; [ ] = dose if it differs, or a comment.

structure	SF-1 act	TNAP act DEA	Ecoli tolC	M1 antagonist	NADH coupling	HEK293 NFkB inh	M1 ag	Jurkat tox 60K	D1 allo mod
CC(Oc1ccc(Cl)cc1Cl)C(=O)Nc1ccncc1 (configuration not stated)	-15	0.9	12	-1	5%	8	7.3*	44*	-2.9
COc1ccccc1-c1noc(-c2ccncc2)n1	36	0.9	9	4.1e-05	6%	-21	0.48	7	-0.12
COc1ccc(NC(=O)C2CCCN(S(=O)(=O)c3cccc4cccnc34)C2)cc1OC (configuration not stated)	-15	0.9	6	-0.66	3%	20	4.3*	0	11*
O=C(CSCC(=O)N1CCOCC1)Nc1ccccc1	2	0.9	0	0.81	6%	11	-0.84	0	0.47
O=C(Nc1ccc(Br)c2cccnc12)c1ccc(Cn2cc(Cl)cn2)o1	-2	0.9	-3	-0.23	3%	15	0.0032	-5	0.43
Cn1c(=NC(=O)CSCC(=O)N2CCCC2)sc2ccccc21	-2	1	-4	-0.25	1%	13	-0.26	nt	0.97
CC(C)OC(=O)c1cccc(C(=O)O)n1	-4	1	-18	0.57	2%	12	-0.11	1	0.52
CCCCN(c1ccccc1)S(=O)(=O)c1ccc2c(c1)CCN2C(=O)CCC(=O)O	2	0.9	29	0.35	2%	6	-0.15	2	0.73
COc1ccc(/C(O)=C2/C(=O)C(=O)N(CCCC(=O)O)C2c2ccc(OC)cc2)cc1 (configuration not stated)	2	1	-7	0.51	4%	7	-0.12	-2	0.44
O=C(NCCc1cccc(F)c1)[C@@H]1CSC2c3ccccc3C(=O)N21 (some centres not stated)	-17	0.9	-5	-0.0068	6%	3	-0.34	-3	-0.95
CCCOc1ccc(N2CC(C(=O)Nc3ccccn3)CC2=O)cc1 (configuration not stated)	3	0.9	-24	-0.031	5%	3	-0.63	11	-0.69
O=C1N2CCSC2=NC1(Nc1ccccn1)C(F)(F)F (configuration not stated)	5	1	-19	0.29	8%	19	0.57	-2	1.4
CCC(Sc1ncccc1C(=O)OCCN1CCCC1=O)C(=O)NCc1ccco1 (configuration not stated)	-2	1	-4	0.45	13%	14	-0.16	1	0.78
O=C(CS(=O)(=O)Cc1ccccc1)Nc1ccccn1	4	0.9	-4	-0.07	2%	18	-0.16	-6	-0.37
CC12CN(Cc3ccccc3)CC(C)(CN(Cc3ccccc3)C1)C2=NO	-25	1.2	3	-8.4*	2%	22	0.65	7	0.2
CCn1c(SC/C=C/c2ccccc2)nnc1-c1cnccn1	4	1	25	0.19	0%	-1	-0.29	2	0.51
C=CCn1nnnc1SCC(=O)Nc1cccc(OC)c1	5	0.9	-4	11*	6%	13	-0.66	5	0.081
COC(=O)Nc1ccccc1C(=O)N1CCCCC1	-13	0.8	-15	0.077	1%	23	-0.12	5	-0.53
CCN1CCN(C(=O)c2cc3sccc3n2CC(=O)c2ccccc2)CC1	-5	0.9	1	0.78	5%	5	-0.33	nt	nt
Cc1ccc(-n2c(SCC3CCCCO3)nnc2-c2ccco2)cc1 (configuration not stated)	-17	0.9	17	0.35	11%	21	0.73	2	1.5
Cc1ccc(C)c(NC(=O)CSc2nnc(CCCCCNC(=O)OC(C)(C)C)o2)c1	13	1	31	-1.9	4%	19	-0.73	8	-0.34
COC(=O)CCNc1ccc2c(c1)OCCO2	-5	0.9	-21	-0.21	5%	30	-0.25	-2	nt
Cc1sc2ncnc(SCc3ccco3)c2c1C	-12	0.9	13	0.2	6%	5	1.4	6	0.53
C=CCOC(=O)C1=C(C)OC(N)=C(C#N)C1c1c(C)nn(-c2ccccc2)c1Cl (configuration not stated)	5	1	17	-0.093	1%	9	5.3*	2	-0.31
COc1cccc(NC(=O)N2CCCC2C(=O)NC2CC2)c1 (configuration not stated)	0	0.9	-29	0.023	7%	14	-0.3	-2	-1.5

D1 allo mod: entries above that show a hit
compound	TNAP act DEA	M1 antagonist	NADH coupling	HEK293 NFkB inh	M1 ag	D1 allo mod
COc1ccc(NC(=O)C2CCCN(S(=O)(=O)c3cccc4cccnc34)C2)cc1OC (configuration not stated)	0.9	-0.66	3%	20	4.3*	11*

Next compounds:
structure	SF-1 act	TNAP act DEA	Ecoli tolC	M1 antagonist	NADH coupling	HEK293 NFkB inh	M1 ag	Jurkat tox 60K	D1 allo mod
Nc1nc2c3ccccc3nc(C3CC3)n2n1	-4	0.9	1	nt	3%	7	nt	-1	nt
O=C(Nc1c(C(=O)N2CCCCC2)cnn1-c1ccccc1)c1ccco1	1	1	-4	2.1	1%	-4	1.5	4	-0.19
Cc1ccc(CCNC(=O)C2CCCN2S(=O)(=O)c2ccc3c(c2)CCC(=O)N3)cc1 (configuration not stated)	9	0.8	-11	0.047	4%	10	1.1	2	-0.27
COC(=O)c1sc2nc(-c3ccco3)ccc2c1N	66*	1	0	1	24%	-24	-0.33	-9	-3.2*
O=C1NCCN1C(=O)c1cccc(Cl)c1	-9	1	-9	-0.35	3%	17	-0.2	2	1.5
O=C(Cn1nnc(-c2ccc3c(c2)OCO3)n1)N1CCOCC1	-5	0.9	8	-0.36	4%	9	0.055	6	1.4
COc1ccc(-n2nc(C(=O)NCC(=O)NCc3ccco3)c3ccccc3c2=O)cc1Cl	8	0.9	-3	0.37	2%	11	2.5	8	0.89
CCOC(=O)c1c(N)sc2c1CCC1C(=O)N(C3CCCCC3)C(=O)C21 (configuration not stated)	12	0.9	2	-0.075	5%	nt	-0.81	nt	nt
CCOc1ccc2[nH]c3c(N4CCN(c5ccccn5)CC4)ncnc3c2c1	14	1	66*	-1	3%	-3	-0.35	6	-1.9
CCOC(=O)c1ccccc1NC(=O)c1c(O)c2ccccc2n(CC)c1=O	-12	0.8	-8	-0.22	2%	8	-0.1	-5	-0.71
O=C1c2oc3ccc(F)cc3c(=O)c2C(c2ccccc2)N1CC1CCCO1 (configuration not stated)	2	0.9	-4	-0.24	6%	11	0.22	2	nt
CCOC(=O)C1CCN(C(=O)COc2ccc(Cl)cc2Cl)CC1	3	0.9	13	-0.14	3%	16	-0.075	-2	-0.36
Cn1c(=O)c2cn(-c3ccc4c(c3)OCCO4)cc2n(C)c1=O	7	0.9	7	1.3	6%	-9	0.5	1	-0.57
COCCNC(=O)c1ccc(NS(=O)(=O)c2cc(C)ccc2C)cc1	-8	1	5	0.07	7%	6	0.16	5	nt
COc1ccc(C(=O)Nn2c(C)ccc2C)cc1OC	-16	0.9	5	-0.23	8%	18	0.11	2	9.6*
COc1ccc(CNc2nc(SC)n[nH]2)cc1OC	8	0.9	-4	0.16	1%	11	-0.2	2	0.21
C=CCSc1nnc(NC(=O)CSc2nnc(C)s2)s1	0	0.9	7	nt	6%	-3	nt	4	-0.33
O=C(CCN(CCO)Cc1ccccc1)Nc1ccc(Br)cc1	5	0.9	8	0.023	16%	8	-1.5	-3	0.21
O=C(N1CCC(O)(c2cccnc2)CC1)C12CC3CC(CC(C3)C1)C2	-8	1	3	-0.16	2%	13	-0.017	-2	0.077
COCn1c(COc2ccccc2)nc2ccccc21	49	0.8	-14	-2.1	1%	-6	0.96	4	0.5
Cn1c(=O)[nH]c(=O)c2c1nc(NC1CCCCC1)n2Cc1ccccc1	-36	0.9	27	0.015	31%	12	0.31	-1	6.8*
Cc1onc(-c2ccccc2)c1C(=O)N1CCCSC1=Nc1ccccc1	-6	0.8	28	0.11	4%	3	0.036	5	0.23
Cc1c2cnn(-c3ccccc3)c(=O)c2c(C)n1CCCC(=O)N1CCN(C)CC1	4	0.9	-15	-0.28	8%	4	-0.95	6	nt
CC1=C(C(N)=O)C(c2ccccc2)n2nc(-c3cccc(C)c3)nc2N1 (configuration not stated)	-13	0.9	-5	-1.4	0%	8	-0.62	7	0.17
CCN(CC)c1nc(N)c2c(N)n(-c3ccccc3C)c(=S)c(C#N)c2c1C#N	-12	0.9	-5	-1.5	8%	5	-0.29	-4	-0.33

Taken from above:
For M1 antagonist, Cn1c(=O)[nH]c(=O)c2c1nc(NC1CCCCC1)n2Cc1ccccc1 has 0.015
For TNAP act DEA, CCC(Sc1ncccc1C(=O)OCCN1CCCC1=O)C(=O)NCc1ccco1 (configuration not stated) has 1

(listing goes on)
structure	SF-1 act	TNAP act DEA	Ecoli tolC	M1 antagonist	NADH coupling	HEK293 NFkB inh	M1 ag	Jurkat tox 60K	D1 allo mod
CCn1nc(NC(=O)c2ccco2)c2cc3ccccc3nc21	13	0.9	19	-0.32	1%	nt	-0.6	nt	14*
O=c1c(-c2ccc(Cl)cc2)coc2c(CN3CCOCC3)c(O)ccc12	14	0.9	4	-0.35	11%[fluoresces]	11	-0.58	-6	-0.63
Brc1ccccc1-c1nnc(CSc2nncn2-c2ccccc2)o1	-2	1	6	-0.42	7%	25	0.028	2	1.3
COc1cc(Br)cc2cc(C(=O)N3CCCCC3C)c(=O)oc12 (configuration not stated)	1	1	6	0.16	3%	6	-0.22	9	-0.46
O=C(Cn1c(=O)c2c(ncn2C2CCCC2)n(Cc2ccccc2)c1=O)N1CCc2ccccc21	-9	0.9	17	0.084	5%	-1	-0.45	1	-4.8*
N#Cc1cc2c([nH]c1=S)CCCCCC2	-9	0.8	-7	0.014	8%	4	-0.082	4	0.33
CC(C)(C)OCC(NC(=O)C(CC(N)=O)NC(=O)OC(C)(C)C)C(=O)OC(C)(C)C (configuration not stated)	-3	0.9	-38	0.99	3%	4	-0.71	3	-0.038
Cc1cc(C)c2c(n1)nn1c(N3CCOCC3)cc(C)nc21	-12	0.9	-12	0.22	3%[fluoresces]	12	0.49	0	1.9
Cc1ccccc1OCCn1nc(C(=O)O)c2ccccc2c1=O	5	0.9	9	1.4	7%	11	-0.83	-2	3.9*
COc1cc2c(cc1OC)C(c1ccc(C)o1)CC(=O)N2 (configuration not stated)	11	0.8	-2	0.28	3%	9	0.0029	5	2.2
Cc1ccc(N(C)C(=O)N2CCN(S(=O)(=O)c3ccc(C)cc3)CC2)cc1	19	1	24	0.07	7%	19	-1.8	10	-1.3
Cn1c(COc2ccccc2)nnc1SCCC(=O)Nc1ccccc1	3	0.9	0	0.062	1%	5	1.1	-1	1.2
O=C1CC(N2CCN(c3ccc(F)cc3)CC2)C(=O)N1Cc1cccs1 (configuration not stated)	18	0.8	6	-0.26	3%	2	0.18	-8	0.65
COc1ccc(Cc2nc(-c3cccs3)no2)cc1OC	19	0.9	5	-0.2	6%	2	-0.86	4	nt
O=C(Nc1cnc2ccccc2c1)c1ccncc1	30	0.9	-11	0.32	7%	-35	-0.23	-11	nt
Cc1onc(-c2c(Cl)cccc2Cl)c1C(=O)NCCN1CCOCC1	8	0.9	-23	0.66	4%	16	-0.4	0	-0.9
Cc1cc(N2CCCC2=O)cc(C)c1S(=O)(=O)NCCOc1ccccc1	-4	1.1	3	0	8%	4	-0.17	4	0.0031
CCOC(=O)C1CCN(S(=O)(=O)c2cccc(-c3csc(C)n3)c2)CC1	-3	0.9	24	0.035	4%	16	-1.8	1	2.5
O=C(CS(=O)(=O)c1ccccc1)c1ccc2c(c1)OCCO2	52*	1	1	-1.7	5%	17	-1.3	6	0.19
CC1CC(=O)N(CC(=O)Nc2ccc3c(c2)OCCO3)c2ccccc2S1 (configuration not stated)	0	0.9	4	-0.025	6%	10	-0.29	-1	-1.8
